Assay outcomes: PubChem, several laboratories
Autophagy HCS = autophagy modulators in MEF cells, primary screen, imaging, high-content, MEF GFP-LC3; MEF GFP-LC3 puncta imaging; test concentration mostly 10 µM; calls only at 10 µM (by protocol); actives 0.98% (n = 190,000); AID 463193, 2010;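 active = percentage of spot-positive cells more than 3 SD above its plate mean, without a fluorescence outlier flag or 80% toxicity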;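 also: spot-positive cell cutoff set from DMSO-treated cells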
AID2073 = inhibitors of Mint1-CaV2.2 protein interaction, biochemical, HTRF (AID 2073); Voltage-dependent N-type calcium channel subunit alpha-1B (Homo sapiens); HTRF protein-protein interaction, Mint1-CaV2.2; higher % means a stronger effect; inhibition, % at 20 µM; hits with a dose series show IC50 in µM; actives 0.19% (n = 290,000); in the data active = inhibition mostly above about 51%, no sharp cut-off; also: some results filed as inactive read as strong as hits
WT yeast gro inh = growth inhibition of WT strain, primary screen, mitochondrial fusion inhibitor project, WT and mutant strains, chemical genetic; mitochondrial fusion phenotypic screen; inhibition, % at 10 µM; actives 2.1% (n = 190,000); in the data active = inhibition above about 58%; tested in S. cerevisiae
LYP phosphatase = inhibitors of LYP phosphatase, biochemical, fluorescence intensity, uHTS (AID 1779); recombinant LYP phosphatase, fluorescence intensity; higher % means a stronger effect; inhibition, % at 11.5 µM, or IC50 in µM where a hit was titrated; actives 0.054% (n = 290,000); in the data active = inhibition above about 50%;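 also: plate controls were vehicle with enzyme for no effect and no enzyme for full effect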
NTR1 agonist = agonists of NTR1, primary screen, imaging, U2OS cells, beta-arrestin-GFP, high content (AID 493036); activation, % at 20 µM; actives 0.17% (n = 330,000); NTR1-U2OS beta-arrestin-GFP spot imaging, agonist mode;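 active = activation at or above 40% of the spot to cytoplasm intensity ratio, with at least 20 cells analyzed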;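 also: 0% = DMSO without peptide and 100% = 100 nM NTR1 peptide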
Target sequence (P30989 whole entry, looked up): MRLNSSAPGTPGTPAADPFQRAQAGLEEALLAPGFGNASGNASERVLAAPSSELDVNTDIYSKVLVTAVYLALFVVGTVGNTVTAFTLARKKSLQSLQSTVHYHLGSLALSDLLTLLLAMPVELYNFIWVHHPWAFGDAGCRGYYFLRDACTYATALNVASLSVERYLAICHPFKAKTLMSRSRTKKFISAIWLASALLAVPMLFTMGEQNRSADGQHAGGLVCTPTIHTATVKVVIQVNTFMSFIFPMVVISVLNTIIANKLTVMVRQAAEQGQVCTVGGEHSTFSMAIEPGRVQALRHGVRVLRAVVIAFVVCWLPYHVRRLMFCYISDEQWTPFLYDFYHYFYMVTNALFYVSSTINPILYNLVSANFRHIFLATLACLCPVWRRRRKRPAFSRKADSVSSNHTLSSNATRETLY
GPR35 arrestin U2OS = GPR35 antagonists blocking zaprinast-driven arrestin recruitment, primary screen, imaging, U2OS, beta-arrestin-GFP, zaprinast agonist (AID 2058); G-protein coupled receptor 35 (Homo sapiens); U2OS GPR35 beta-arrestin-GFP translocation imaging, zaprinast antagonism; higher % means a stronger effect; one-dose inhibition, % at 10 µM; IC50 in µM for titrated hits; actives 0.052% (n = 290,000);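 active = inhibition of at least 50% with at least 30 cells and total cytoplasm GFP at most 10,000,000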
UTI89 phage lysis = inhibition of K1F phage lysis, E. coli UTI89, bacterial capsule biogenesis inhibitors, alamar blue (AID 488966); E. coli UTI89 K1F phage lysis, alamar blue, 2 h; higher % means a stronger effect; inhibition, % at 100 µM; hits with a dose series show IC50 in µM; actives 0.02% (n = 340,000);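 active = phage lysis inhibition, versus mean bacterial control, above a set limit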;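 also: capsule biogenesis inhibitors block K1F phage lysis so surviving cells raise fluorescence; higher fluorescence means more inhibition of phage lysis; actives were called in the ten point dose series up to 300 µM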
RSV antiviral HEp-2 = RSV antiviral activity via CPE protection, HEp-2 cells, primary 10 µM value included (AID 2391). one-dose CPE inhibition, % at 10 µM; IC50 in µM for titrated hits. actives 0.13% (n = 310,000). HEp-2 cells, RSV-induced CPE inhibition; higher % means a stronger effect; in the data active = a potency from the dose series; also: strong numbers were not always called active
Dengue-2 NS5 capping = Dengue-2 NS5 methyltransferase inhibitors, primary screen, biochemical, confirmation dose response (AID 588689). Genome polyprotein (Dengue virus type 2 (strain 16681-PDK53)). Dengue-2 NS5 methyltransferase capping enzyme assay, biochemical; higher % means a stronger effect. inhibition, % at 25 µM; hits with a dose series show IC50 in µM. actives 0.3% (n = 340,000); in the data active = a potency from the dose series
WT yeast gro inh mutant strain = also measured in WT yeast gro inh; calls as there; inhibition, %; mitochondrial fusion phenotypic screen, mutant strain inhibition
Autophagy HCS cell loss 18 h = further read-out of Autophagy HCS, marked with its call; toxicity, %; measured here: cell loss, nuclei count;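 cell loss after 18 h compound exposure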
NTR1 agonist cell count 20 µM = further read-out of NTR1 agonist, marked with its call; cell count; measured here: cell count, cytotoxicity flag
Dengue-2 NS5 capping pilot replicate = recorded beside Dengue-2 NS5 capping, whose call it bears; inhibition, %; measured here: pilot screen replicate inhibition
Active calls of the source: *; [ ] = another dose, or the depositor's remark. Compounds were not picked by outcome, and some 2.6% of all compounds hit somewhere here.

How did Cc1cc(C)nc(NS(=O)(=O)c2ccc(NC(=S)NC(=O)c3ccco3)cc2)n1 do in these assays?
Autophagy HCS: inactive; AID2073: -5%; WT yeast gro inh: -7; LYP phosphatase: -2%; NTR1 agonist: 0.8; GPR35 arrestin U2OS: -2%; UTI89 phage lysis: 0.0%; RSV antiviral HEp-2: 2.2%; Dengue-2 NS5 capping: -5%; WT yeast gro inh mutant strain: -1; Autophagy HCS cell loss 18 h: 38; NTR1 agonist cell count 20 µM: 53

What do the screens show for `O=C(OCc1cc2ccccc2[nH]c1=O)c1ccccc1`?
Autophagy HCS: inactive; AID2073: -2%; WT yeast gro inh: -4; LYP phosphatase: 1%; NTR1 agonist: 0.6; GPR35 arrestin U2OS: 20%; UTI89 phage lysis: 1.7%; RSV antiviral HEp-2: 2.5%; Dengue-2 NS5 capping: -2%; WT yeast gro inh mutant strain: 5; Autophagy HCS cell loss 18 h: 13; NTR1 agonist cell count 20 µM: 37

What do the screens show for `Cc1ccccc1Cn1c(=N)n(CC(=O)c2ccco2)c2ccccc21`?
Autophagy HCS: inactive; AID2073: 5%; WT yeast gro inh: -1; LYP phosphatase: -9%; NTR1 agonist: 0.7; GPR35 arrestin U2OS: -6%; UTI89 phage lysis: 0.2%; RSV antiviral HEp-2: 0.7%; Dengue-2 NS5 capping: -9%; WT yeast gro inh mutant strain: 3; Autophagy HCS cell loss 18 h: -15; NTR1 agonist cell count 20 µM: 49

Results for CCN(CC)C(=O)c1c(-c2ccccc2)oc2ccc(O)cc12 ?
AID2073: 25%; LYP phosphatase: 4%; NTR1 agonist: 2.2; GPR35 arrestin U2OS: -7%; UTI89 phage lysis: 0.2%; RSV antiviral HEp-2: 1.7%; NTR1 agonist cell count 20 µM: 34

What do the screens show for `CCOc1ccc(C(=O)COC(=O)c2nc3nccc(C)n3n2)cc1`?
NTR1 agonist: 0.4; UTI89 phage lysis: 0.8%[50 µM]; RSV antiviral HEp-2: 0.8%; Dengue-2 NS5 capping: 0%; NTR1 agonist cell count 20 µM: 63

What do the screens show for `O=C(O)c1cccc(N/N=C/C2=C(Cl)c3cc(Cl)ccc3SC2)c1`?
Autophagy HCS: inactive; AID2073: 17%; WT yeast gro inh: 94*; LYP phosphatase: -3%; GPR35 arrestin U2OS: 0%; UTI89 phage lysis: -0.2%; Dengue-2 NS5 capping: -32%; WT yeast gro inh mutant strain: 93*; Autophagy HCS cell loss 18 h: -3

How did Cc1cc(C)n(C(=O)c2ccc(NC(=O)C3COc4ccccc4O3)cc2)n1 (centres undefined) do in these assays?
Autophagy HCS: inactive; AID2073: 1%; WT yeast gro inh: 22; LYP phosphatase: 1%; NTR1 agonist: 3.2; GPR35 arrestin U2OS: -10%; UTI89 phage lysis: 1.8%; RSV antiviral HEp-2: -0.2%; Dengue-2 NS5 capping: -1%; WT yeast gro inh mutant strain: 7; Autophagy HCS cell loss 18 h: 6; NTR1 agonist cell count 20 µM: 50

Results for COc1nc(-c2ccc(Cl)cc2Cl)nc2ccccc12 ?
AID2073: 11%; LYP phosphatase: -4%; NTR1 agonist: 2.1; GPR35 arrestin U2OS: 4%; UTI89 phage lysis: -0.1%; RSV antiviral HEp-2: 3.0%; Dengue-2 NS5 capping: 3%; NTR1 agonist cell count 20 µM: 63; Dengue-2 NS5 capping pilot replicate: -4.3

How did Cc1ccc(S(=O)(=O)N2CCC(C(=O)N[C@@H](C)C(=O)NCc3ccco3)CC2)cc1 do in these assays?
Autophagy HCS: inactive; AID2073: 4%; WT yeast gro inh: -6; LYP phosphatase: -2%; NTR1 agonist: -2.7; GPR35 arrestin U2OS: -9%; UTI89 phage lysis: 1.7%[50 µM]; RSV antiviral HEp-2: 1.4%; Dengue-2 NS5 capping: -10%; WT yeast gro inh mutant strain: -7; Autophagy HCS cell loss 18 h: -2; NTR1 agonist cell count 20 µM: 44

What do the screens show for `O=c1[nH]cccc1-c1nc2ccccc2n1Cc1ccc(F)cc1`?
AID2073: 8%; LYP phosphatase: -12%; NTR1 agonist: 0.1; GPR35 arrestin U2OS: -2%; UTI89 phage lysis: -0.1%; RSV antiviral HEp-2: 0.8%; Dengue-2 NS5 capping: -4%; NTR1 agonist cell count 20 µM: 75

How did COc1ccccc1Nc1nc(NCc2ccco2)c2ccccc2n1 do in these assays?
AID2073: 4%; LYP phosphatase: -7%; NTR1 agonist: 2.9; GPR35 arrestin U2OS: -3%; NTR1 agonist cell count 20 µM: 56

What do the screens show for `CCCCC/S(CC1CC1(Cl)Cl)=N\S(=O)(=O)c1ccc(C)cc1` (centres undefined)?
Autophagy HCS: inactive; AID2073: -7%; WT yeast gro inh: -91; LYP phosphatase: -6%; NTR1 agonist: -0.2; GPR35 arrestin U2OS: -1%; UTI89 phage lysis: -0.2%; RSV antiviral HEp-2: 5.1%; Dengue-2 NS5 capping: 4%; WT yeast gro inh mutant strain: -28; Autophagy HCS cell loss 18 h: 17; NTR1 agonist cell count 20 µM: 37

Filtered by structure, those above with an aryl methoxy group (two)
Results for COc1nc(-c2ccc(Cl)cc2Cl)nc2ccccc12 ?
AID2073: 11%; LYP phosphatase: -4%; NTR1 agonist: 2.1; GPR35 arrestin U2OS: 4%; UTI89 phage lysis: -0.1%; RSV antiviral HEp-2: 3.0%; Dengue-2 NS5 capping: 3%; NTR1 agonist cell count 20 µM: 63; Dengue-2 NS5 capping pilot replicate: -4.3

How did COc1ccccc1Nc1nc(NCc2ccco2)c2ccccc2n1 do in these assays?
AID2073: 4%; LYP phosphatase: -7%; NTR1 agonist: 2.9; GPR35 arrestin U2OS: -3%; NTR1 agonist cell count 20 µM: 56

Next compounds follow:
How did COc1cccc(C(C(=O)NC2CCCC2)N(C(=O)c2ccco2)c2ccccc2F)c1OC (centres undefined) do in these assays?
AID2073: -1%; LYP phosphatase: -1%; NTR1 agonist: -0.8; GPR35 arrestin U2OS: -16%; UTI89 phage lysis: 1.1%; RSV antiviral HEp-2: -0.1%; Dengue-2 NS5 capping: 2%; NTR1 agonist cell count 20 µM: 52

How did O=C(O)C1CCCN(S(=O)(=O)c2cccs2)C1 (centres undefined) do in these assays?
Autophagy HCS: inactive; AID2073: 14%; WT yeast gro inh: -10; LYP phosphatase: -6%; NTR1 agonist: 1.0; GPR35 arrestin U2OS: -8%; UTI89 phage lysis: 0.1%; RSV antiviral HEp-2: 0.1%; Dengue-2 NS5 capping: 3%; WT yeast gro inh mutant strain: -5; Autophagy HCS cell loss 18 h: 5; NTR1 agonist cell count 20 µM: 57

How did COc1ccc(CCNC(=O)Cn2c(=O)oc3ccccc32)cc1OC do in these assays?
Autophagy HCS: inactive; AID2073: -4%; WT yeast gro inh: 11; LYP phosphatase: -8%; NTR1 agonist: 0.2; GPR35 arrestin U2OS: 8%; UTI89 phage lysis: -0.3%; RSV antiviral HEp-2: 0.6%; Dengue-2 NS5 capping: -2%; WT yeast gro inh mutant strain: -9; Autophagy HCS cell loss 18 h: 1; NTR1 agonist cell count 20 µM: 61

How did CC(=O)Nc1ccc(NC(=O)C(C)Sc2n[nH]c(-c3ccc(C)cc3)n2)cc1 (centres undefined) do in these assays?
NTR1 agonist: -0.1; UTI89 phage lysis: 0.8%[50 µM]; RSV antiviral HEp-2: -1.5%; Dengue-2 NS5 capping: -2%; NTR1 agonist cell count 20 µM: 67

What do the screens show for `c1ccc(CN2CCN(CCOCCOc3cccc4ccccc34)CC2)cc1`?
Autophagy HCS: inactive; AID2073: -6%; WT yeast gro inh: 33; LYP phosphatase: -4%; NTR1 agonist: -1.6; GPR35 arrestin U2OS: 4%; UTI89 phage lysis: 0.1%; RSV antiviral HEp-2: -0.2%; Dengue-2 NS5 capping: -5%; WT yeast gro inh mutant strain: 29; Autophagy HCS cell loss 18 h: 1; NTR1 agonist cell count 20 µM: 64

Results for CCCCCN(C(=O)CCC(=O)OCc1ccc(C(C)(C)C)cc1)c1c(N)n(CCCC)c(=O)[nH]c1=O ?
AID2073: 11%; LYP phosphatase: -2%; NTR1 agonist: 6.6; GPR35 arrestin U2OS: -8%; UTI89 phage lysis: 0.9%[50 µM]; RSV antiviral HEp-2: 4.4%; Dengue-2 NS5 capping: 2%; NTR1 agonist cell count 20 µM: 64

What do the screens show for `COc1ccc(OCC(=O)O/N=C(\N)Cc2ccc(Cl)cc2)cc1`?
Autophagy HCS: inactive; AID2073: 2%; WT yeast gro inh: 10; LYP phosphatase: -6%; NTR1 agonist: 1.3; GPR35 arrestin U2OS: -4%; UTI89 phage lysis: -3.2%; RSV antiviral HEp-2: 5.5%; Dengue-2 NS5 capping: -8%; WT yeast gro inh mutant strain: 20; Autophagy HCS cell loss 18 h: -4; NTR1 agonist cell count 20 µM: 55

How did CC(=O)N1c2ccc(S(=O)(=O)N3CCC(C(=O)Nc4cccc(C)c4)CC3)cc2CC1C (centres undefined) do in these assays?
AID2073: 6%; LYP phosphatase: -7%; NTR1 agonist: 0.6; GPR35 arrestin U2OS: 0%; UTI89 phage lysis: 4.0%; RSV antiviral HEp-2: 9.2%; Dengue-2 NS5 capping: -13%; NTR1 agonist cell count 20 µM: 58

Results for Cc1ccc(N2C(=O)C3C4CC(=O)C(c5ccccc54)C3C2=O)cc1C (centres undefined) ?
Autophagy HCS: inactive; AID2073: -2%; WT yeast gro inh: 15; LYP phosphatase: -9%; NTR1 agonist: 0.4; GPR35 arrestin U2OS: 0%; UTI89 phage lysis: 2.5%; RSV antiviral HEp-2: 1.7%; Dengue-2 NS5 capping: 5%; WT yeast gro inh mutant strain: 4; Autophagy HCS cell loss 18 h: 0; NTR1 agonist cell count 20 µM: 44

Results for CC(=O)Nc1ccc(Cc2nc3c([nH]2)c(=O)n(C)c(=O)n3C)cc1 ?
AID2073: -1%; LYP phosphatase: -3%; NTR1 agonist: -0.4; GPR35 arrestin U2OS: 12%; RSV antiviral HEp-2: 0.8%; NTR1 agonist cell count 20 µM: 43

How did CSc1nc(Oc2ccc(F)cc2F)cc(C(F)(F)F)n1 do in these assays?
Autophagy HCS: inactive; AID2073: 1%; WT yeast gro inh: 24; LYP phosphatase: -10%; NTR1 agonist: -0.1; GPR35 arrestin U2OS: -1%; UTI89 phage lysis: 0.2%; RSV antiviral HEp-2: 1.4%; Dengue-2 NS5 capping: -12%; WT yeast gro inh mutant strain: 27; Autophagy HCS cell loss 18 h: 5; NTR1 agonist cell count 20 µM: 56
